# Compound activity (PubChem BioAssay)
# NR0B1 inh: inhibitors of human orphan nuclear receptor DAX1 (NR0B1). P51843. HEK293 Gal4-DAX1 luciferase reporter, luminescence. inhibition, % at 6.75 µM. 0.99% of 340,000 active. AID 504766;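 active means inhibition above the mean over all tested compounds plus 3 SD, cut at about 4.2% in these data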;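 further: 0% = DAX1-transfected cells with DMSO and 100% = empty-vector control cells with DMSO; inhibition shows as a rise in luminescence from relieved DAX1 repression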
# Target sequence (P51843 207-470 limits assumed): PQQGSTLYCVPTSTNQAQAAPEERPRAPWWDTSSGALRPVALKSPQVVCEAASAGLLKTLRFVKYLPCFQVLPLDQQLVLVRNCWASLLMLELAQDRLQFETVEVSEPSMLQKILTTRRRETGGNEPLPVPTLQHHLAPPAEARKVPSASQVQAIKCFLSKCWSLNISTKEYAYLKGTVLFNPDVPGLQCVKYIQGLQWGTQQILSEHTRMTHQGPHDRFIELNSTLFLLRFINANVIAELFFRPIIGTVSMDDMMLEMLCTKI
# Active calls of the source: *. An excerpt; rates above refer to the full screens.
SMILES,NR0B1 inh
CCN(CC)c1ccc2c(-c3ccc(S(=O)(=O)O)cc3S(=O)(=O)[O-])c3ccc(=[N+](CC)CC)cc-3oc2c1,0.3
CCOC(=O)c1c(C)n(C)c2ccc(O)c(CN3CCC(C)CC3)c12,0.8
Cn1nnc2c(sc3nc(N4CCOCC4)c4c(c32)CCCC4)c1=O,1.0
N#Cc1cccc(S(=O)(=O)Nc2c(NC3CCCCC3)c3ccccc3oc2=O)c1,0.0
COc1c(O)ccc2c1CN1CCc3cc4c(cc3C1C2)OCO4 (stereo not drawn),-1.6
COC(=O)[C@@]1(Cc2ccc(OC)cc2)[C@H]2c3cc(C(=O)N(C)C)n(CCSCCO)c3C[C@H]2CN1C(=O)c1ccccc1,1.1
Cc1ccccc1NC(=O)/C=C/c1ccc([N+](=O)[O-])s1,-4.9
O=C(O)c1cccc2c1C(=O)c1ccc(-c3ccc(Cl)c(C(F)(F)F)c3)cc1S2(=O)=O,-0.1
CC1CCCN(C(=O)Cn2nnc(-c3ccc(N(C)C)cc3)n2)C1 (stereo not drawn),-0.8
CCOc1cccc2c1OC(c1cc(OC)c(OC)c(OC)c1)N1N=C(c3ccc(C)o3)CC21 (stereo not drawn),3.3
Cn1c(=O)c2[nH]c(COc3ccc(C(C)(C)C)cc3)nc2n(C)c1=O,-3.8
CC(C)(C)OC(=O)NCc1ccc(NC(=O)c2nc[nH]c2C(=O)NCCCCNC(=O)c2[nH]cnc2C(=O)Nc2ccc(CNC(=O)OC(C)(C)C)cc2)cc1,0.9

# An excerpt of these results, as tab-separated lines:
structure	NR0B1 inh
COC(=O)[C@@]1(Cc2ccc(OC)cc2)[C@H]2c3cc(C(=O)N(C)C)n(CCSCCO)c3C[C@H]2CN1C(=O)c1ccccc1	1.1
Cc1ccccc1NC(=O)/C=C/c1ccc([N+](=O)[O-])s1	-4.9
CCN(CC)c1ccc2c(-c3ccc(S(=O)(=O)O)cc3S(=O)(=O)[O-])c3ccc(=[N+](CC)CC)cc-3oc2c1	0.3
CC1CCCN(C(=O)Cn2nnc(-c3ccc(N(C)C)cc3)n2)C1 (stereo not drawn)	-0.8

# The list goes on:
SMILES,NR0B1 inh
COc1ccc(-n2nc3c(N4CCC(C(=O)NCc5ccco5)CC4)nnc(C)c3c2C)cc1,0.5
CCCc1nn(C)c(C(=O)Nc2ccc(CC)cc2)c1Cl,0.8
Cc1cc(O)c(C(C[N+](=O)[O-])c2ccc(Cl)cc2Cl)c(=O)o1 (stereo not drawn),0.1
COc1ccc(-c2nnc(NC(=O)c3ccc(S(=O)(=O)N4CCc5ccccc5C4)cc3)o2)cc1,-1.4
CCOc1cc(CNc2ccc(O)cc2)ccc1OCc1ccc(Cl)cc1Cl,0.5
CCN1C(=NCC(C)C)N[C@@H](CCc2ccccc2)[C@H](C(=O)NCC(C)C)[C@H]1C,0.8
COc1ccc2cc1Oc1ccc(cc1)CC1c3c(cc(OC)c4c3Oc3cc5c(cc3O4)CCNC5C2)CCN1C (stereo not drawn),-1.3
COC(=O)c1c(C)c(OC(=O)c2c(C)cc(O)c(C=O)c2O)cc(C)c1O,0.8
CC(C)COc1ccc(C(=O)Nc2ccc(NC(=O)c3ccco3)cc2)cc1,1.4
COc1cc(C[C@H](C)[C@H](C)Cc2ccc3c(c2)OCO3)ccc1O,0.0
O=C(/C=C/c1ccccc1)c1ccccc1O,-1.4
CCc1nnc(NC(=O)CSc2nc3c(c(=O)n2-c2ccccc2OC)SCC3)s1,-0.1
COc1ccc2c(c1)O[C@@H](c1cccc(C(F)(F)F)c1)[C@H](O)C2=O,-0.6
Cc1ncc(CN2CCC(N3CCC(C(=O)N4CCCC4)CC3)CC2)s1,0.9
CC(=O)N1[C@H](C)C=C[C@]1(Cc1ccccc1)C(=O)NCCc1c[nH]c2ccccc12,0.4
Cc1nn(-c2ccccn2)c2c1C(=O)C(Br)CC2 (stereo not drawn),-0.8
O=C(N/N=C/c1ccncc1)c1cc(C2CC2)nc2ccccc12,-0.4
COc1ccc(/C=N/Nc2nnc(-c3ncc[nH]3)c3ccccc23)cc1,-0.7
CCN1CCN(CCCNC(=O)c2ccc3c(c2)N(Cc2ccc(C)cc2)CCS3)CC1,0.5
Cc1ccc(N(Cc2cc3cccc(C)c3[nH]c2=O)S(=O)(=O)c2ccccc2)c(C)c1,-0.3
Cc1ccc(NC(=O)c2cccc3c2C(=O)N(C2CCCCC2)C3)c(Cl)c1,0.4
COc1ccc2c(c1)OC[C@H]1[C@H]2N2C(=O)c3cc(C)ccc3NC(=O)[C@@]2(C)[C@H]1c1ccccc1,-0.2
Cc1cc(N2C(=O)C=CC2=O)c([N+](=O)[O-])cc1C,-0.1
O=C1OCCN1c1c(-c2ccccc2)c(-c2cccs2)nc2c(-c3ccccc3)cccc12,1.3
CCc1ccc(N2C(=O)C(Cl)=C(Nc3ccc(C(=O)N4CCCC4)cc3)C2=O)cc1,-0.5
COc1ccc(OCCn2c(C)c(/C=N/n3cnnc3)c3ccccc32)cc1,0.0
CCOc1cc(C2Nc3cccc4cccc(c34)N2)ccc1O,0.3
O=C(COc1c(Br)cc(Br)cc1Br)N/N=C/c1ccco1,0.5
COc1ccc(N2CSC3=C(C#N)C(c4cc(OC)ccc4OC)CC(=O)N3C2)c(OC)c1 (stereo not drawn),-0.3
O=C(C[C@H]1C[C@H](C(=O)N2CCCCC2)[C@@]2(CCc3ccccc3)c3[nH]c4cc(-c5ccco5)ccc4c3CCN2C1=O)NCCC1=CCCCC1,-0.4
c1ccc(-c2noc(-c3ccc4ccccc4c3)n2)nc1,-8.0
C=Cc1ncc(OC)c2c1[nH]c1ccccc12,-5.7
C(=C\c1ccco1)/C1=NN(c2ccccc2)C(c2ccco2)C1 (stereo not drawn),1.0
Nc1c(S(=O)(=O)O)cc(NC(=O)c2ccccc2)c2c1C(=O)c1ccccc1C2=O,-1.0
CC(C)(C)C#CCn1c(/C=[N+](\[O-])C2CCCCC2)nc2ccccc21,-0.7
CCOC(=O)c1[nH]c(C)c(C(=O)Nc2ccc(C)cc2C)c1C,-6.5
c1ccc2c(c1)OC1OC2Oc2ccccc21,1.8
CCCN(CC(=O)Nc1ccccc1OC)C(=O)Cc1ccc2c(c1)CCC2,-0.7
COC1(OC)N=C(NC(=O)Nc2ccccc2)C2(C#N)C(c3ccccc3)C12C#N (stereo not drawn),0.7
O=C(C1CCN(S(=O)(=O)c2cccnc2)CC1)N1CCN(C2CCCC2)CC1,0.7
COC(=O)/C=C1\N/C(=N/c2nc(C)c3cc(OC)ccc3n2)NC1=O,1.0
CC(C)=CCC/C(C)=C/CNC(=O)C[C@H]1C[C@H](C(=O)N2CCOCC2)[C@@]2(C)c3[nH]c4cc(-c5ccco5)ccc4c3CCN2C1=O,-1.9
CCCN=C1N(C)C[C@@H]2[C@@H]3C(=O)N(Cc4ccccc4)C(=O)[C@@H]3[C@](C)(C(=O)OC)N12,-0.5
COc1ccc(C/C(=N\OC(C)=O)c2ccc(OC)cc2)cc1,2.3
CCn1nccc1C(=O)Nc1ccc(C)c(C)c1,2.0
Cc1cc(C(=O)COC(=O)c2cc(O)c3ccccc3c2O)c(C)n1CC1CCCO1 (stereo not drawn),1.8
COc1cc(OC)c2c(-c3ccccc3)cc(=O)oc2c1C(CCN1CCCCC1)c1ccc(N(C)C)cc1 (stereo not drawn),1.0
COc1cccc(C(=O)NC(=S)Nc2ccccc2N2CCOCC2)c1,-0.5
O=C(c1ccc(OC(F)(F)F)cc1)c1ncc[nH]1,-0.3
CCNC(=O)Nc1cc(S(=O)(=O)Nc2ccc(OC)cc2)ccc1N1CCOCC1,-1.2
O=C(NCCCn1ccnc1)C(=O)NCC(c1cccnc1)N1CCN(c2ccc(F)cc2)CC1 (stereo not drawn),0.3
COc1ccc2c(COC(=O)CCS(=O)(=O)c3ccccc3)cc(=O)oc2c1,-0.7
COc1cccc(C(=O)Nc2cccc3cccnc23)c1OC,4.3*
COc1cccc(N2CC(O)=C(c3nc4ccccc4c(=O)[nH]3)C2=N)c1,-1.6
Cc1ccc2nc(NC(=O)CSc3nc4c(c(=O)n3C)SC(C)C4)sc2c1 (stereo not drawn),-0.9
CN(C)CCCN(C(=O)c1ccc(S(=O)(=O)N2CCc3ccccc3C2)cc1)c1nc2c(F)cc(F)cc2s1,3.8
COC(=O)C1=C(C(=O)OC)[C@@H]2N(C)c3ccc(OC)cc3[C@@]23C[C@@H](C(=O)OC)N(C(=O)c2cccs2)C3=N1,2.8
COc1ccc(OC)c(NS(=O)(=O)c2ccc(-c3coc(C)n3)cc2)c1,0.3
COc1cc(OC)cc(-c2sc3ccc(OC)cc3c2-c2ccc(OCCN3CCOCC3)cc2)c1,0.0
S=c1[nH]nc(-c2ccccc2)n1/N=C/c1cccs1,0.0

# Fetched one by one from above (2):
SMILES,NR0B1 inh
COc1ccc(OC)c(NS(=O)(=O)c2ccc(-c3coc(C)n3)cc2)c1,0.3
S=c1[nH]nc(-c2ccccc2)n1/N=C/c1cccs1,0.0

# The listing picks up, repeating the 5 entries before the break.
SMILES,NR0B1 inh
CN(C)CCCN(C(=O)c1ccc(S(=O)(=O)N2CCc3ccccc3C2)cc1)c1nc2c(F)cc(F)cc2s1,3.8
COC(=O)C1=C(C(=O)OC)[C@@H]2N(C)c3ccc(OC)cc3[C@@]23C[C@@H](C(=O)OC)N(C(=O)c2cccs2)C3=N1,2.8
COc1ccc(OC)c(NS(=O)(=O)c2ccc(-c3coc(C)n3)cc2)c1,0.3
COc1cc(OC)cc(-c2sc3ccc(OC)cc3c2-c2ccc(OCCN3CCOCC3)cc2)c1,0.0
S=c1[nH]nc(-c2ccccc2)n1/N=C/c1cccs1,0.0
OC1(c2ccc3ccccc3c2)CCN(Cc2ccccc2)C1 (stereo not drawn),1.5
CCc1ccc(S(=O)(=O)/N=C2/C=C(Sc3ncn[nH]3)C(=O)c3ccccc32)cc1,-5.2
Cc1ccc(NC(=O)C2CCN(S(=O)(=O)c3cccs3)CC2)cc1C,-1.6
CC1CCN(CC(O)CN2c3ccccc3Sc3ccccc32)CC1 (stereo not drawn),-1.7
Nc1ccccc1O,0.5
O=C(O)c1ccccc1-c1ccc(/C=c2\sc3nc4cc(Br)cnc4n3c2=O)o1,0.1
O=C1NN(c2cccc(Br)c2)C(=O)/C1=C/c1ccc(-c2cc([N+](=O)[O-])ccc2O)o1,-0.6
CC(C)=CCc1c(O)cc(O)c2c(=O)c(O[C@@H]3O[C@@H](C)[C@H](O)[C@@H](O)[C@H]3O)c(-c3ccc(O)cc3)oc12,-1.3
O=c1c(Cl)nc2cc(Cl)ccc2n1CCNc1ncc(C(F)(F)F)cc1Cl,-0.6
O=C(COc1cccc(F)c1)N1c2ccccc2Sc2ccccc21,-0.8
COc1ccc(NC(=S)N(CCO)Cc2ccccc2)cc1,1.0
CC(C)CNC(=O)CC1Nc2ccccc2NC1=O (stereo not drawn),0.6
Cc1ccc(OCCC(=O)N(CCC(C)C)c2c(N)n(Cc3ccccc3)c(=O)[nH]c2=O)cc1,0.1
COc1ccc(S(=O)(=O)Cc2ccc(C(=O)N3CCN(C4CCCCC4)CC3)o2)cc1,1.9
Nc1cccc(-c2c[nH]c3ncc(-c4cccnc4)cc23)c1,0.2
COc1ccc2c(c1OC)CN(C)CCc1cc3c(cc1C(O)C2)OCO3 (stereo not drawn),-0.1
COc1ccc(NC(=O)/C(C#N)=C/c2ccc(OCCN3CCOCC3)c(OC)c2)c(OC)c1,0.8
COCCn1c(SCC(=O)c2c[nH]c3ccccc23)nnc1-c1ccncc1,-0.2
Cc1noc(/C=C/c2ccco2)c1S(=O)(=O)N1CCC(C(=O)N2CCc3ccccc3C2)CC1,-2.3
O=C(O)c1ccc2[nH]c3c(c2c1)CSCC3,1.2
C[C@@]12C(=O)N(c3ccc(C(F)(F)F)cc3)C(=O)N1[C@@H]1c3ccccc3OC[C@@H]1[C@H]2c1ccccc1,0.9
COc1cc(C(=O)NC(c2ccccc2)c2ccccc2)cc(OC)c1C,-0.4
NC(=O)c1cccc(-c2cnc(N)c(C(=O)c3cccnc3)n2)c1,-0.7
COC(=O)C1=C(C)N(Cc2ccccc2)C(=NCc2cc(OC)c(OC)c(OC)c2)N[C@H]1c1ccc(Br)cc1,-0.7
Cc1ccc([N+](=O)[O-])cc1S(=O)(=O)Nc1ccccn1,-0.7
COc1ccccc1C1c2ccc3ccccc3c2Oc2ncn(CCCO)c(=N)c21 (stereo not drawn),-0.9
CCCCCc1ccc(OCCCC[n+]2ccccc2)c(CCCCC)c1,-5.2
O=C(O)C1Nc2c(C(=O)N3CCOCC3)cccc2C2C=CCC12 (stereo not drawn),-0.9
Oc1ccc2c(c1)c1c3n2CCNC3CCC1 (stereo not drawn),1.9
Cc1ccc(/C=C2/SC(=O)NC2=S)o1,0.0
CCCC(=O)N(CCN1CCOCC1)c1nc2c(OCC)cccc2s1,-0.2
C/C(CCN1CCc2nc(-c3ccccc3)c(-c3ccccc3)cc2C1)=N\O[C@@H](C)c1cc(-c2c(C)cc(C)cc2C)no1,-0.9
Cc1ccc(N=Cc2cc(Cc3ccccc3Cl)cc([N+](=O)[O-])c2O)c(O)c1,-1.2
CCc1nn(CC(=O)NCCCc2ccccc2)c(=O)c2cc3cc(F)ccc3n12,0.4
C[C@]12CCC[C@H](O1)[C@H]([C@@H](O)c1ccccc1)O2,1.6
C=CCn1c(/N=C/c2ccc(OC)cc2)nc2ccccc21,0.6
O=C(NCc1cccs1)c1cccnc1C(=O)O,-0.3
COc1ccc(-c2nc(CS(=O)CC(=O)NCc3ccccn3)c(C)o2)cc1 (stereo not drawn),-0.7
CC(OC(=O)CSc1ccc([N+](=O)[O-])cc1)C(=O)NCc1ccccc1 (stereo not drawn),0.4
Cc1ccc(-c2nc(N)n(C(=O)c3cccs3)n2)cc1,-0.4
Cc1ccccc1C(=O)N1CCC(n2nccc2NC(=O)C2CC2)CC1,-0.1
CC(=O)n1nc(-c2ccco2)nc1SCc1ccccc1,0.5
Cc1c(C)c2cccnc2c2ncccc12,-2.6
COc1cccc(-c2nc3c(c(SCC(=O)N4CCOCC4)n2)Cc2c(CO)cnc(C)c2O3)c1,-1.4
c1ccc(-c2c3ccccc3nc3[nH]c4ccccc4c23)cc1,0.5
COc1ccc(/C=C/c2ccncc2)c2ccccc12,-0.2
COc1ccc(NS(=O)(=O)c2cc3c4c(c2)CCN4C(=O)CC3)cc1OC,-1.7
